DAGLB inhibitor: DAGLB lipase inhibitors, primary screen, biochemical, fluorescence, HTS; AID 504411, 2011; HEK293T DAGLB membrane lysate, EnzChek fluorogenic substrate; 340,000 tested, 0.059% active; inhibition, % at 5.17 µM; in the data active means inhibition above about 34%;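 further: 0% = enzyme with vehicle and 100% = wells lacking enzyme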
Target sequence (Q8NCG7 whole entry, looked up): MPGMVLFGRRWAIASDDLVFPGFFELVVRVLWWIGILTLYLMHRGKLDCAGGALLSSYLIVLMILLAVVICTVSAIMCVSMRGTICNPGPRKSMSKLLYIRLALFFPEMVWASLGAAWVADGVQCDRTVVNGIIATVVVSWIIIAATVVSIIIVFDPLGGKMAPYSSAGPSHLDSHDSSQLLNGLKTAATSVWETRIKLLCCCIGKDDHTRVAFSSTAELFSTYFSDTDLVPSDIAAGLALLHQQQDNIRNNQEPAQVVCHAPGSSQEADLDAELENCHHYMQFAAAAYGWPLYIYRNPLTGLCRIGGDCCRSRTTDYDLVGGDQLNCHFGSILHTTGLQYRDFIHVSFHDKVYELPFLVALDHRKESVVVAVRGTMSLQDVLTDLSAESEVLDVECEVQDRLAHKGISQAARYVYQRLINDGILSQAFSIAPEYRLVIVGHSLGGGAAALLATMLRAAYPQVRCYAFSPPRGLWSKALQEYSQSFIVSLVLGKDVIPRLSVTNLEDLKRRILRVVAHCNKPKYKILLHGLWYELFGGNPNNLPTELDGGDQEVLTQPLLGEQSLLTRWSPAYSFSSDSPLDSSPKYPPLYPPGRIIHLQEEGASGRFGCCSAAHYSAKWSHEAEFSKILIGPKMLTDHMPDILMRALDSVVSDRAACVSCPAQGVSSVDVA
Rtt109 Vps75: inhibitors of C. albicans Rtt109/Vps75 HAT, primary screen, biochemical, ThioGlo CoA-SH fluorescence, plate reader | Histone acetyltransferase RTT109 (Candida albicans (strain SC5314 / ATCC MYA-2876)), … | purified Rtt109/Vps75, 4 h | inhibition, % at 34.9 µM | 330,000 tested, 0.16% active | AID 540336, 2011;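 active means inhibition of at least 50% in every replicate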
Target sequence (Q5AAJ8 whole entry, looked up): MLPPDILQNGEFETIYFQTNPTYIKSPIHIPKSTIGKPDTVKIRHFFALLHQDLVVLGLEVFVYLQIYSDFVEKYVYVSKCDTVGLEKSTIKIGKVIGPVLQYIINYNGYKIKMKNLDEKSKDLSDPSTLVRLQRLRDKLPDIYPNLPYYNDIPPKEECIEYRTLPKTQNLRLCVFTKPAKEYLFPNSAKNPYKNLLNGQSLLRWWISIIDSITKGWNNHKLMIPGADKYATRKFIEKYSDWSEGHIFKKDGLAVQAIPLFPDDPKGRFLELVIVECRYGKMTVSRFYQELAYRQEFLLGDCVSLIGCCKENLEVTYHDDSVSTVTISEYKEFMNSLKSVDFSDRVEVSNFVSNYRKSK
SR-BI DiI-HDL act: activators of SR-BI mediated DiI-HDL uptake, primary screen, ldlA[mSR-BI] CHO cells, DiI fluorescence | AID 504775, 2011 | 3 h; 100 = double the neutral-control signal | activation, % at 12.5 µM | 320,000 tested, 0.096% active;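 active means mean replicate activation of at least 60% and every replicate at or above 60%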;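 further: 0% = median plate neutral-control signal and 100% = twice that signal; values of inactives mirror those of a sister screen read the other way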
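Test system: SR-BI-overexpressing, LDLR-lacking CHO cells. Measured by: DiI fluorescence, bottom read. Medium: Ham's F12 with 0.5% BSA, HEPES 25 mM, pH 7.4. Timing: 3 h uptake period with compound, 37 °C.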
PKA-R2B activ: activators of PKA-R2B holoenzyme, primary screen, biochemical, fluorescence polarization, Cy5-IP20, human | AID 504700, 2011 | activation, % at 11.4 µM | PKA-R2B holoenzyme dissociation; R2B truncated from residue 108, S112A mutant; 0% DMSO only, 100% 113 µM cGMP | 340,000 tested, 0.079% active;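 active means activation above a cutoff set at the mean over all compounds plus 3 SD, cut at about 18% in these data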;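 further: higher means more holoenzyme dissociation and a rise in polarization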
CAL PDZ FP-1: CAL PDZ peptide-binding inhibitors, primary screen, biochemical, fluorescence polarization, Cer-tagged CAL PDZ, HTS; Golgi-associated PDZ and coiled-coil motif-containing protein (Homo sapiens), Q9HD26; purified CAL PDZ, TMR-peptide fluorescence polarization, 1 h; inhibition, % at 20 µM; 330,000 tested, 0.02% active; AID 504414, 2011;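 active means highest replicate inhibition of at least 40%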;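 further: plate controls were DMSO neutral control wells for no effect and unlabeled competitor peptide control wells for full effect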
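Material – purified CerCALP PDZ construct · Detection – FP readout, S and P plane fluorescence · Measure – percent inhibition from loss of millipolarization · Controls – unlabelled peptide for full inhibition, DMSO wells as neutral · Probe or stimulus – TMR-labelled reporter peptide T*-PRC34 bound in PDZ groove · Times – 1 h at RT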
CAL PDZ FP-2: untagged CAL PDZ binding inhibitors, primary screen, biochemical, fluorescence polarization, HTS; purified CAL PDZ, TMR-peptide fluorescence polarization, 1 h; Golgi-associated PDZ and coiled-coil motif-containing protein (Homo sapiens), Q9HD26; AID 602252, 2012; inhibition, % at 24.9 µM; 300,000 tested, 0.92% active;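 active means mean inhibition of at least 30% with at least half of replicates also reaching 30%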;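 further: 0% = DMSO neutral control and 100% = excess unlabeled competitor peptide PRC23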
cardiac RTF act: cardiac RTF calcium sensitivity activators, primary screen, biochemical, IANBD-TnC fluorescence, EC20 calcium; IANBD-labeled TnC RTF fluorescence at EC20 calcium; 0% EC20 calcium, 100% full calcium; activation, % at 7.2 µM; 340,000 tested, 0.24% active;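 active means activation above the mean over all tested compounds plus 3 SD, cut at about 30% in these data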;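 further: rise in fluorescence read as greater calcium sensitivity of cardiac thin filaments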
Keap1 Nrf2 FP: Keap1-Nrf2 protein-protein interaction inhibitors, primary screen, biochemical, fluorescence polarization, single point | Kelch-like ECH-associated protein 1 (Homo sapiens), Q14145 | Keap1 Kelch-Nrf2 peptide fluorescence polarization, 1536-well | inhibition, % at 9.4 µM | 340,000 tested, 0.15% active; in the data active means inhibition above about 12%;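 further: human Keap1 Kelch domain with fluorescein labeled Nrf2 9mer peptide probe; 0% = neutral control wells and 100% = peptide positive control; higher means more block of Keap1 binding to Nrf2 peptide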
RTF Ca sens inh: cardiac RTF calcium sensitivity inhibitors, primary screen, biochemical, IANBD-TnC fluorescence, EC70 calcium | Troponin I, cardiac muscle (Homo sapiens) + Troponin T, cardiac muscle (Homo sapiens) + … | IANBD-labeled cardiac RTF, Ca2+ fluorescence | inhibition, % at 7.15 µM | 340,000 tested, 0.12% active | AID 493244, 2011;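 active means inhibition above the mean inhibition of all tested compounds plus 3 SD, cut at about 17% in these data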;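 further: assay run at fixed EC70 calcium of 1.6 mM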
C-LANA FP: inhibitors of KSHV C-LANA binding to DNA, primary screen, biochemical, fluorescence polarization, FAM-LBS DNA, MBP-C-LANA, single point. inhibition, % at 9 µM. 340,000 tested, 0.078% active;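 active means highest replicate inhibition at or above 60% at 9 µM, even if other replicates fall short; inactive means all replicates below 60% inhibition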;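 further: 0% = neutral control wells and 100% = 4 µM acridine orange control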
An asterisk follows results filed as active; . = not tested or not shown.

SMILES	DAGLB inhibitor	Rtt109 Vps75	SR-BI DiI-HDL act	PKA-R2B activ	CAL PDZ FP-1	CAL PDZ FP-2	cardiac RTF act	Keap1 Nrf2 FP	RTF Ca sens inh	C-LANA FP
CCOC(=O)Cc1ncccc1C(=O)Nc1ccc(OC)cc1	10	-1	28	0	0.6	1	1	-5	3	0.5
CC(C)(C)c1ccc(C(=O)NCc2cccnc2)cc1	-1	-4	41	-17	-0.9	.	0	-2	-9	-0.3
COc1ccc(N2C(=O)CC(NNC(=O)c3ccc(Br)s3)C2=O)cc1 (centres undefined)	4	-5	-6	-3	-2.9	0	-2	-7	3	-0.3
COc1ccc(CC(=O)NC(C)c2nnc(SCC(=O)c3ccc(OC)cc3)n2C)cc1 (centres undefined)	-1	-1	-46	1	0.7	1	0	-1	-4	-0.5
OC(CC1CC12c1ccccc1-c1ncccc12)(c1ccccc1)c1ccccc1 (centres undefined)	-3	-18	-24	7	-1.3	-2	1	7	-8	1.7
CCN(CC(=O)NCc1ccc(F)cc1)C(=O)C1CCN(C(=O)Nc2ccccc2)CC1	1	-5	-51	2	-0.3	-3	3	4	-9	-2.1
COc1ccc(C(CC(=O)N2CCCC(C)C2)c2c(OC)cc(OC)c3ccc(=O)oc23)cc1 (centres undefined)	-1	0	5	4	-0.1	2	-3	4	-16	6.7
CSC1=NCCN1S(=O)(=O)c1ccc(Cl)cc1	0	3	-10	-2	0.7	-5	1	4	-8	0.3
CCN(C(=O)CSc1nnnn1C)C1CCS(=O)(=O)C1 (centres undefined)	-2	-4	22	7	-2.2	-3	-1	-1	-19	2.6
Cc1ccc(NC(=O)c2cc3c(s2)CCCC3)cc1S(=O)(=O)Nc1ccccc1Cl	-6	-4	-68	0	-1.3	-4	2	-2	-5	1.7
COc1ccc(CSc2nnnn2C)cc1F	-1	-4	19	4	-1.6	0	-1	0	-6	0.9
Cc1nc(-c2ccccc2)ccc1C(=O)O	0	4	-3	-3	0.1	2	3	-2	-10	-1.0
CC(=O)N1C2=CCCC3CCCCC23c2ccccc21 (centres undefined)	-2	16	-21	-1	-0.8	0	3	0	-4	1.5
Cc1cccc2cc(CN(Cc3cccnc3)C(=O)c3ccncc3)c(=O)[nH]c12	-1	15	-9	-2	0.6	1	-1	-1	-5	-1.7
NCCc1nnc(SCC(N)=O)o1	0	.	-14	13	-0.4	0	-3	1	-2	1.1
Nc1ncnc(Oc2ccccc2F)c1[N+](=O)[O-]	1	-1	2	-12	0.2	.	-3	0	-6	-1.8
Cc1ccc(CNn2cnnc2SCC(=O)NC(C)(C)C)cc1	-4	-17	18	-4	-0.2	-1	8	-4	-24	0.4
Cn1c(CNC(=O)c2cccs2)n[nH]c1=S	0	2	16	1	-3.9	-1	-5	-1	-8	-2.1
COc1ccc(-c2[nH]n(-c3ccc([N+](=O)[O-])cc3)c(=O)c2C=NCC2CCCO2)cc1 (centres undefined)	1	-1	-82	10	0.9	-8	-5	1	-1	-0.7
O=C(NC1CC2CCCC(C1)N2C(=O)Nc1cccc(F)c1)C1CC1 (centres undefined)	-1	25	.	3	-3.0	-5	-8	-2	2	0.7

Just Keap1 Nrf2 FP, RTF Ca sens inh and C-LANA FP, for 2 of the compounds above:
canonical_smiles | Keap1 Nrf2 FP | RTF Ca sens inh | C-LANA FP
CCOC(=O)Cc1ncccc1C(=O)Nc1ccc(OC)cc1 | -5 | 3 | 0.5
CC(C)(C)c1ccc(C(=O)NCc2cccnc2)cc1 | -2 | -9 | -0.3

(listing goes on)
SMILES	DAGLB inhibitor	Rtt109 Vps75	SR-BI DiI-HDL act	PKA-R2B activ	CAL PDZ FP-1	CAL PDZ FP-2	cardiac RTF act	Keap1 Nrf2 FP	RTF Ca sens inh	C-LANA FP
Cc1nc(Nc2ccccc2C(F)(F)F)sc1C(=O)N(C)C	1	2	-20	-1	-0.5	-4	-4	1	-2	0.5
CC(C(=O)NCCS(=O)(=O)c1ccc(Br)cc1)S(=O)(=O)c1ccc(Cl)cc1 (centres undefined)	-3	9	29	-9	-0.7	-7	4	2	6	1.0
COc1cc(-n2c(C)nc3cccnc32)c(Cl)cc1C(=O)O	2	-6	14	2	-0.3	2	9	-3	-13	-0.7
COc1cccc(C(=O)N2CCN(C(=O)c3cccs3)CC2)c1OC	3	-7	-30	-3	-1.4	1	3	1	5	-2.0
C/C(=N\NS(=O)(=O)c1ccc(Cl)c([N+](=O)[O-])c1)c1ccc(C)o1	-3	-6	.	-5	-1.8	-2	3	-3	-6	0.4
Cc1ncc(CO)c(/C=N/NC(=O)c2cc(Br)ccc2O)c1O	4	4	-116	-5	1.1	.	-2	1	0	-0.1
Nc1cc(=O)[nH]c(SCC(=O)Nc2cc(S(=O)(=O)N3CCOCC3)ccc2Cl)n1	1	5	-3	0	-1.6	-5	-2	1	-4	-0.2
COC(=O)c1ccccc1NC(=S)NC(=O)COc1ccccc1Cl	-7	0	-25	-5	7.1	-4	5	-3	-9	2.0
C=CCNC(=O)c1onc(CSc2ccc(Cl)cc2)c1C(=O)NCC=C	-7	2	1	-13	-0.2	0	-4	2	-5	0.6
CON1C(=O)C(=O)N(OC)C(C)(C)C1(C)C	-2	-2	18	-8	-0.6	-1	-6	2	-19	-0.7
C[C@H](NC(=O)C1CC(=O)N(c2ccc3c(c2)OCCO3)C1)C(=O)N1CCC(C(=O)O)CC1 (some centres undefined)	-2	9	17	-8	-1.6	1	-4	-6	-2	0.6
COc1ccc(C2c3cc(OC)c(OC)cc3CCN2C(=O)c2cccc([N+](=O)[O-])c2)cc1OC (centres undefined)	-1	-7	-1	1	-1.7	-4	-1	-2	-9	0.7
Cc1cccc(C)c1NC(=S)N(Cc1cccs1)C1CCCC1	-1	0	7	-8	-0.5	-2	-3	-2	1	-2.7
CC(OC(=O)COc1ccccc1)C(=O)NC1CCCC1 (centres undefined)	1	1	14	1	0.2	-2	-4	-5	11	0.4
CCN(C(=O)CSc1nnc(-c2ccc3c(c2)OCO3)o1)C1CCS(=O)(=O)C1 (centres undefined)	-2	8	26	0	-0.8	.	0	-5	-1	-1.8
O=C(CSc1nc(O)cc(=O)[nH]1)Nc1ccc2c(c1)CCC2	4	1	22	-3	-1.5	2	-4	-3	-6	-1.0
Cc1c(C(=O)NC2CCS(=O)(=O)C2)oc2ccccc12 (centres undefined)	1	-2	-2	1	-1.3	-2	2	-5	3	1.0
CSCCC(NS(=O)(=O)c1ccc(C)cc1)C(=O)N1CCCCCCC1 (centres undefined)	-4	0	-4	-6	0.4	0	-2	-5	-9	0.2
O=S(=O)(c1cccc(-c2cn3ccccc3n2)c1)N1CCCCC1	0	15	38	-7	-3.1	-3	-3	1	10	-1.4
CN(/N=C/c1ccncc1)c1cnc2ccccc2n1	-5	10	-13	4	-0.7	8	5	-2	-28	-0.8
CN1CCN(c2ccc(NC(=O)CN3CCOCC3)cc2F)CC1	-1	2	1	-4	0.0	5	3	-1	-14	-0.6
COC(=O)c1ccc(NC(=O)C23CC4CC(C2)CC(n2cncn2)(C4)C3)cc1	1	2	6	-5	-1.8	-3	-6	-1	0	1.1
Cc1ccccc1OCC(=O)Nc1nc(C)c(C(=O)N(C)C)s1	1	-3	7	-2	-0.5	-4	3	1	-12	0.9
CN(CC(=O)Nc1ccc(F)cc1)C(=O)CSc1nc2ncc(Cl)cc2[nH]1	4	-1	6	1	-2.0	-1	12	-2	-10	1.0
CCCc1cc(-c2n[nH]c(=S)n2Cc2ccccc2)cs1	-1	-7	28	7	.	-6	3	-6	-8	2.3
CN1C(=O)CC(Nc2cccc3cccc(N)c23)C1=O (centres undefined)	4	3	-9	-2	-0.4	0	1	-3	-4	2.3
CCCCCCn1nc(C(=O)N(CCCC)c2c(N)n(CCC)c(=O)[nH]c2=O)c2ccccc2c1=O	6	-2	-40	-10	2.0	47*	1	-1	2	1.1
O=C(CC1C(=O)N(c2ccc(F)cc2)C(=O)N1Cc1ccccn1)Nc1ccccc1 (centres undefined)	0	1	42	-2	.	0	5	0	-7	-0.6
O=C1[C@@H]2C(c3ccccc3Cl)=NO[C@@H]2C(=O)N1Cc1ccccc1	-7	4	6	-16	-0.3	6	-5	4	-4	1.7
Cn1c(=O)c(C(=O)NNC(=O)c2ccccc2Cl)c(O)c2ccccc21	12	-5	-16	7	-3.9	-3	-2	-2	5	-0.8
Cc1cc(NC(=O)COC(=O)CSCc2ccc(Cl)c(Cl)c2)no1	-1	-2	38	-2	-1.9	.	-1	0	-1	-1.1
COc1ccc(OCC(O)Cn2ccnc2C)cc1 (centres undefined)	4	6	27	2	0.7	-3	5	-4	-6	-0.3
COc1ccc(C(=O)c2ccc(Cl)cc2Cl)cc1	-11	-13	12	-3	-0.3	-3	-4	0	1	-1.9
CCCCCN(C(=O)CCC(=O)OC(C)C(=O)c1ccc(Cl)cc1)c1c(N)n(CCCC)c(=O)[nH]c1=O (centres undefined)	7	13	-47	-3	-2.8	-1	4	-8	-10	-1.5
COc1cc(OC)cc(C(=O)Nc2ccccc2-c2nnn(CC(=O)Nc3cc(C)on3)n2)c1	1	2	.	4	-1.0	-2	-3	2	1	0.3
CN(CC(=O)Nc1ccccc1C(=O)NC1CC1)Cc1cccs1	-1	-2	0	-3	-0.7	-6	-5	3	2	0.0
CCCN(CCC)c1ccc(CC(=O)NC(C)Cc2ccccc2)cc1 (centres undefined)	-2	0	14	2	-0.8	-3	-2	-5	-2	-0.5
CCN(CC)CC(C)CNC(=O)CN1C(=O)CSc2ccc(S(=O)(=O)N3CCOCC3)cc21 (centres undefined)	0	.	2	7	-1.5	-1	1	2	4	0.6

Some of these compounds in order of the C-LANA FP value, ascending:
SMILES	DAGLB inhibitor	Rtt109 Vps75	SR-BI DiI-HDL act	PKA-R2B activ	CAL PDZ FP-1	CAL PDZ FP-2	cardiac RTF act	Keap1 Nrf2 FP	RTF Ca sens inh	C-LANA FP
Cc1cc(NC(=O)COC(=O)CSCc2ccc(Cl)c(Cl)c2)no1	-1	-2	38	-2	-1.9	.	-1	0	-1	-1.1
Cn1c(=O)c(C(=O)NNC(=O)c2ccccc2Cl)c(O)c2ccccc21	12	-5	-16	7	-3.9	-3	-2	-2	5	-0.8
COc1ccc(OCC(O)Cn2ccnc2C)cc1 (centres undefined)	4	6	27	2	0.7	-3	5	-4	-6	-0.3

Source: PubChem (several laboratories)
